# From PubChem
# E-selectin induc – E-selectin induction on HUVECs; HUVEC E-selectin immunofluorescence imaging; normalized: neutral wells 0, TNF-alpha wells 100; P16581; activation, % at 7.58 µM; 0.37% of 260,000 active; AID 686992;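 active = mean E-selectin-positive cell signal at least 10% of the positive control, reached in at least 60% of replicates, without over 20% cell loss; inconclusive = no rule given, readout overlaps actives, possibly toxicity-flagged; inactive = the rest, including those meeting only one limit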;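 also: in these data hits start at about 27%; measured in HUVEC primary endothelial cells; signal is the percent of cells scored E-selectin positive by PE staining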
# Target sequence (P16581 whole entry, looked up): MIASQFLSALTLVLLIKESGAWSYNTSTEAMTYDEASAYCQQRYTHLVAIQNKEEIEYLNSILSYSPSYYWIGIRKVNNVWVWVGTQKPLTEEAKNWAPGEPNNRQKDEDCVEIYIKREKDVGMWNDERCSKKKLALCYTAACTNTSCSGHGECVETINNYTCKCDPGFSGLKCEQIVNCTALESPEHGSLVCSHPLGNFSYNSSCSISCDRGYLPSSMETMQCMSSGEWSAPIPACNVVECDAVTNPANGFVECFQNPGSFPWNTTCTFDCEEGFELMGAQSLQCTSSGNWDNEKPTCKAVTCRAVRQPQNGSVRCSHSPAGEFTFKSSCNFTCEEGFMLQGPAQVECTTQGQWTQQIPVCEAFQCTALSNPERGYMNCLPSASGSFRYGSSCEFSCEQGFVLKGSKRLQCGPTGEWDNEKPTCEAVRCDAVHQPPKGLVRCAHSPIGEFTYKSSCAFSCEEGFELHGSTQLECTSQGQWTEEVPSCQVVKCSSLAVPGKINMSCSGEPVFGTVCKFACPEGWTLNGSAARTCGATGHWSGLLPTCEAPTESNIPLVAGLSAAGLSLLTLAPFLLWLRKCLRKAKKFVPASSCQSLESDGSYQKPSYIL
#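 Test system: HUVEC | Signal: Immunofluorescence imaging | Read-out: Percent E-selectin-positive cells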
# Casp6 inh – caspase-6 (human) enzyme inhibition; purified caspase-6, Z-VEID-R110 cleavage fluorescence; 0.53% of 350,000 active; AID 686996; P55212; inhibition, % at 12.5 µM;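 active = mean inhibition across replicates at least about 35%, with every replicate also reaching that limit, limit read from the data; inconclusive = only one of the two criteria met; inactive = neither criterion met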;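 also: 0% = median of neutral control wells and 100% = no fluorescence left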
# Target sequence (P55212 24-179 limits assumed): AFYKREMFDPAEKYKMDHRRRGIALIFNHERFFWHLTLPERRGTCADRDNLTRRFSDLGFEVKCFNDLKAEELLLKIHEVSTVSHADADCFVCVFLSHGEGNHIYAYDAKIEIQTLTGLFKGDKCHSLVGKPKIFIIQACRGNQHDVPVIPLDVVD
# Target sequence (P55212 194-293 limits assumed): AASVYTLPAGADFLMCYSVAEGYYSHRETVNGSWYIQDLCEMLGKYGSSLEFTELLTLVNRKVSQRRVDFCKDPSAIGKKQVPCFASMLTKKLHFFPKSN
# PglD inh – PglD (C. jejuni) enzyme inhibition; inhibition, % at 12.5 µM; purified PglD enzyme, DTNB colorimetric CoA detection; 0.098% of 360,000 active; AID 602405; in the data active = inhibition above about 16%, passing the limit was not always enough; inconclusive = no clear call, values can overlap the other calls; also: strong numbers were not always called active
# ERp5 block – blocks human ERp5 reductase activity on insulin; AID 651711; Q15084; inhibition, % at 9.99 µM; 0.05% of 350,000 active; ERp5 insulin aggregation, absorbance 650 nm, 90 min;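 active = mean replicate inhibition above about 25%, with every replicate also reaching it, limit read from the data, passing the limit was not always enough; inconclusive = only one of those two criteria met; inactive = neither criterion met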
# esBAF inh – SWI/SNF esBAF complex inhibition; mouse ES cells, Bmi1-luciferase knock-in reporter, 24 h; 100% = twice the neutral-well signal; 2% of 350,000 active; reporter increase, % at 12.5 µM; in the data active = activation above about 40%; inconclusive = no clear call, values can overlap the other calls;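 also: 0% = median of the plate's neutral control wells and 100% = double that signal; a rise in the Bmi1 reporter signal indicates esBAF inhibition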
# RAD54 branch – RAD54 (human) branch migration inhibition | 0.14% of 360,000 active | inhibition, % at 10.4 µM | Q92698 | RAD54 Holliday junction branch migration, FAM/BHQ fluorescence;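 active = mean normalized replicate activity at least 40 and at least half of replicates scoring 40 or more; inconclusive = only one of the two criteria met; inactive = mean below 40 and under half of replicates reaching 40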;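 also: 0% = median of neutral control wells and 100% = median of positive control wells; inhibitors cause a drop in the FAM fluorescence signal; in these data hits start at about 50%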
# ARNT-TACC3 inh – disruptors of human ARNT/TACC3 interaction; AlphaScreen His-ARNT PAS-B/GST-TACC3 binding, luminescence; TACC3 fragment carries E629A point mutation; inhibition, % at 9.99 µM; 0.66% of 390,000 active;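 active = mean inhibition of replicates at least 50% and at least half of replicates each reaching 50%; inconclusive = half or more replicates reach 50% but mean below 50%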;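 also: 0% = complete ARNT plus TACC3 wells and 100% = ARNT alone without TACC3; many hits fall short of the cut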
# RAD52 inh – inhibitors of human RAD52 DNA annealing | recombinant RAD52 DNA annealing, FRET fluorescence | inhibition, % at 18.7 µM | 0.46% of 360,000 active;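 active = every replicate showing at least 50% inhibition; inconclusive = mean inhibition at least 50% but not in every replicate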
# * hit, by the source's call; ? = inconclusive; nt = not tested or not shown.
SMILES,E-selectin induc,Casp6 inh,PglD inh,ERp5 block,esBAF inh,RAD54 branch,ARNT-TACC3 inh,RAD52 inh
NC(=O)c1ccccc1NC(=O)COC(=O)C1(c2ccccc2)CC1,nt,3,4,0,0,2,nt,-3
Cc1ccc2c(c1)nnn2C1CCN(C(=O)Nc2ccccc2C)CC1,nt,0,nt,-1,-3,nt,-5,-13
CNC[C@H]1Oc2ccc(NC(=O)Nc3cccc4ccccc34)cc2C(=O)N([C@H](C)CO)C[C@H]1C,nt,-2,4,2,4,17,-6,-10
O=[N+]([O-])c1ccc(N2N=C(c3ccco3)CC2c2ccccc2)cc1 (centres undefined),nt,nt,-8,nt,-2,-4,-5,nt
CC(C)CC#Cc1ccc2c(c1)O[C@H](CN(C)C(=O)NC(C)C)[C@H](C)CN([C@H](C)CO)S2(=O)=O,0.4,2,6,-6,-4,5,4,4
CCC(C)c1ccc(OCCN2CCCC2)cc1 (centres undefined),nt,nt,-4,nt,-10,8,-4,nt
O=C(Cn1c(=O)c2cccn2c2cccnc21)N1CCN(c2ccc(Cl)cc2)CC1,nt,nt,0,nt,7,11,4,nt
COc1ccc(S(=O)(=O)N(C)C[C@@H]2Oc3cc(C4=CCCC4)ccc3S(=O)(=O)N([C@@H](C)CO)C[C@@H]2C)cc1,0.4,3,2,-1,3,2,12,6
COCCC(=O)N1CCC(Oc2ccc(C(=O)NCc3cc(C)n(C)n3)cc2)CC1,0.1,7,-3,nt,-3,3,-3,-6
COc1ccc(-c2noc(CCC(=O)N3CCN(c4ccc(Cl)cc4)CC3)n2)cc1,0.1,2,-13,2,-5,-16,-4,-15
CN(C)Cc1cn(CC[C@H]2CC[C@@H](NC(=O)Nc3ccc4c(c3)OCO4)[C@H](CO)O2)nn1,0.0,-2,0,1,-1,0,22,2
CSC1=NCCN1C(=O)c1cccs1,0.0,-2,-5,-4,21,-2,nt,0
O=C(NCc1cccc2ccccc12)Nc1ccccc1,nt,5,nt,-56,nt,nt,-1,-6
CC(Oc1ccc2c(-c3ccccc3)cc(=O)oc2c1)C(=O)NCCCn1ccnc1 (centres undefined),nt,-4,3,5,-11,16,nt,0
Cc1ccc(NS(=O)(=O)c2ccc(NC(=O)N3CCCCC3)cc2)cc1,-0.1,-3,-3,-8,-1,-15,-8,4
Cc1ccc(C(=O)NC2CCCc3ccccc32)o1 (centres undefined),nt,nt,1,nt,5,1,1,nt
CCc1cc(CNC(=O)CC2C(=O)NCCN2Cc2ccc(-c3ccccc3)cc2)on1 (centres undefined),0.5,5,-5,4,-1,1,2,-57
CCn1c(SCC(=O)Nc2cc(C)on2)nnc1-c1cccs1,nt,nt,1,nt,-5,-9,-1,nt
CCOc1ccc(OCC)c(NC(=O)CCn2cccc2)c1,nt,nt,-4,nt,0,1,3,nt
COCCN1C(=O)C(=O)/C(=C(/O)c2cccc(OC)c2)C1c1ccncc1 (centres undefined),nt,nt,-5,nt,-5,1,-7,nt
Cc1ccc(CNC(=O)c2ccc(N3CCC4(CC3)CC(c3cccc(Br)c3)=NO4)c(NC(=O)c3ccccc3)c2)cc1,0.0,0,4,5,3,0,3,-12
N#CC(C#N)=c1ccc2c(c1)N1C(c3ccccc3)=CC(c3ccccc3)C3CCCCC31N=2 (centres undefined),0.0,0,4,-1,-3,2,39,1
OC(CN1C2=NCCCN2c2ccccc21)c1ccc2c(c1)OCO2 (centres undefined),nt,nt,0,nt,0,-16,1,nt
CCOC(=O)c1[nH]c(C)c(C(=O)OCC(=O)NC(=O)NC(C)(C)C)c1C,nt,nt,1,nt,18,-3,-5,nt
CC(O)c1nc(C(C)O)n(CC(=O)c2ccccc2)n1 (centres undefined),0.3,-2,4,-1,1,3,2,-2
CC(C)(C)c1ccc(S(=O)(=O)NCC(=O)N2CCN(C(=O)c3ccco3)CC2)cc1,nt,nt,2,nt,1,-4,-19,nt
CCNC(=O)CSc1nc2ccccc2c(=O)n1-c1cccc(OC)c1,nt,-2,nt,-3,nt,nt,4,-10
O=C(CN1CCN(c2ccc(Cl)cc2)CC1)Nc1ccc(F)c(F)c1,nt,nt,0,nt,-8,-9,0,nt
Cc1ccc(NS(=O)(=O)c2ccc3c(c2)NC(=O)C(C)C(=O)N3)cc1C (centres undefined),-0.1,0,-2,3,-4,3,-5,-8
C[C@@H]1CN([C@@H](C)CO)C(=O)c2cccc(NS(=O)(=O)c3ccccc3)c2O[C@H]1CN(C)CC1CC1,-8.6,-2,5,-3,2,12,-5,8
Cc1ccc(NC(=O)CN(C)C(=O)c2ccccc2Cc2ccccc2)cc1,-0.9,-2,nt,-3,1,nt,-1,-8
CCOc1ccc(NC(=O)c2c(N)n(C)c(=O)[nH]c2=O)cc1,-0.1,nt,-4,nt,?,-4,-3,nt
C[C@H]1CN([C@@H](C)CO)S(=O)(=O)c2ccc(C#CC3(O)CCCC3)cc2O[C@H]1CN(C)C(=O)Cc1cccnc1,0.1,2,2,3,4,7,-1,-7
COc1ccc2c3c([nH]c2c1)[C@H](CO)N(C(=O)c1ccc(F)cc1)CC31CN(C(=O)CC2CC2)C1,1.1,-2,nt,8,nt,nt,nt,11
C[C@@H](c1ccccc1)N1C[C@H](COCc2ccccc2)Oc2cc(N3CCC[C@H]3C(N)=O)ccc2S1(=O)=O,0.1,1,nt,-1,nt,nt,nt,-15
Cc1cc(C)n2nc(C(=O)Nc3cccc(S(=O)(=O)N(C)c4ccccc4)c3)nc2n1,1.8,3,nt,0,-2,nt,-3,-28
CC(=O)N1CC2(C1)[C@@H](c1ccccc1)[C@H](CO)N2C(=O)Cc1ccccc1,0.1,0,nt,-1,nt,nt,nt,-3
Cc1cc(N2C(=O)C(O)=C(C(=O)c3ccco3)C2c2cccc(Cl)c2)no1 (centres undefined),-0.1,11,-5,2,4,-5,-1,-7
CCOCCCNC(=O)C(NC(=O)Cc1cccs1)c1ccc(C)cc1 (centres undefined),nt,-1,nt,-11,nt,nt,14,-12
CCCc1cn(CC[C@@H]2CC[C@@H](NC(=O)Nc3ccccc3F)[C@@H](CO)O2)nn1,0.5,-1,2,-6,2,-7,-14,-2
O=S(=O)(c1ccc2ccccc2c1)N1CCOCC1,-0.2,-5,nt,4,-8,nt,0,-6
CC(C)NC(=O)N(C)C[C@H]1OCc2ccccc2-c2ccccc2C(=O)N([C@@H](C)CO)C[C@@H]1C,0.1,-2,-1,0,0,0,3,-1
Cc1cccc(NC(=O)CCCN=C2NS(=O)(=O)c3ccccc32)c1C,0.0,0,nt,-10,1,nt,nt,-2
Cc1cc(-c2csc(NC(=O)C3=COCCO3)n2)c(C)n1C,0.3,-2,3,-1,-4,3,-9,-13
Cc1cc(C)nc(SCc2nc3ncccn3c2Br)n1,nt,nt,-8,nt,-5,-11,-20,nt
COc1ccc(C)cc1S(=O)(=O)N(C)CC(=O)NC1CC1,nt,nt,-5,nt,0,-2,-2,nt
Cc1ccc(NC(=O)CCC(=O)NNC(=O)c2cccs2)c(C)c1,nt,nt,-4,nt,2,1,-10,nt
CO[C@H](CN(C)S(=O)(=O)c1cccc(Cl)c1)[C@@H](C)CN(C(=O)Nc1ccccc1F)[C@@H](C)CO,-0.1,0,0,-9,5,3,0,0
C[C@@H]1CN([C@@H](C)CO)C(=O)c2c(c3ccccc3n2C)-c2ccccc2CO[C@H]1CN(C)C(=O)Nc1ccnc(N2CCOCC2)c1,-2.1,2,nt,8,nt,nt,nt,8
COc1ccc(C(=O)O/N=C(/c2cccs2)C(C)(C)C)cc1,-0.2,0,3,0,3,6,0,1
CCCCOc1ccc(CN=C(N)N)cc1Cl,-0.2,0,nt,3,nt,nt,0,4
COc1ccc(S(=O)(=O)N2CC[C@@H]3[C@H]2c2cc(-c4ccccc4F)ccc2N[C@@H]3CO)cc1,0.5,nt,2,nt,6,8,-11,nt
O=C(C1CCCC1)N1C[C@H]2[C@@H](c3ccccc31)[C@@H](CO)N2C(=O)Cc1ccccn1,0.0,0,12,0,2,-7,44,-42
CN(c1ccc(OCC(=O)NC2CCC(O)CC2)cc1)S(=O)(=O)c1ccc(Cl)cc1 (centres undefined),-0.2,-1,-1,-4,nt,-4,-7,-28
Cc1ccc(N(C)C(=O)N2CCN(S(=O)(=O)c3ccc(C)c(C)c3)CC2)cc1,nt,nt,-1,nt,3,0,4,nt
C[C@H](CO)N1C[C@H](C)[C@H](CN(C)C(=O)Nc2ccc(F)cc2)OCCCC[C@H](C)Oc2ccc(NC(=O)Cc3ccccc3)cc2C1=O,0.4,4,0,-1,-1,0,-9,-24
Cc1ccc(Cl)c(NC(=O)CN2CCNC(=O)C2)c1Cl,2.2,-4,5,1,-5,-6,-4,-4
O=C(Cn1ccc(NC(=O)OCc2ccccc2)nc1=O)NCCc1c[nH]c2ccccc12,-0.3,0,2,-5,2,6,-1,-13
CN(C)Cc1ccc(CNC(=O)c2ccc(Cl)c(S(=O)(=O)NC3CC3)c2)cc1,nt,-11,-1,0,7,4,5,-1
CCCCNC(=S)Nc1ccc(Cl)cc1,nt,2,nt,-1,nt,nt,-27,3
# Carrying on.
SMILES,E-selectin induc,Casp6 inh,PglD inh,ERp5 block,esBAF inh,RAD54 branch,ARNT-TACC3 inh,RAD52 inh
COc1cccc(S(=O)(=O)c2nc(C)c3c(n2)CCC3)c1,nt,8,nt,-5,nt,nt,-1,-7
CN(C(=O)CSc1nnc(-c2ccc(F)cc2)c2ccccc12)C1CCS(=O)(=O)C1 (centres undefined),-1.5,2,nt,-2,-3,-14,3,-155
Cc1ccc(NCCCn2ccc(NC(=O)OCc3ccccc3)nc2=O)cc1C,1.0,1,-1,0,-5,-4,5,-11
COc1ccc(NC(=O)c2nnn(CC(=O)Nc3ccc4c(c3)OCO4)c2N)c(OC)c1,nt,4,5,-3,29,-12,1,-2
C(COC1CC2CC1C1C2CC2OC21)OC1CC2CC1C1C2CC2OC21 (centres undefined),-1.6,-1,nt,2,nt,nt,4,10
O=C(NNC(=O)[C@@H]1CCCC[C@@H]1C(=O)O)Nc1ccccc1,-3.2,2,nt,-3,nt,nt,1,-7
Cc1c(C(=O)Oc2cccc3cccnc23)oc2ccccc12,nt,6,0,-4,-10,-1,22,0
C[C@H]1CN([C@@H](C)CO)C(=O)c2cccc(NC(=O)c3nc4ccccc4s3)c2O[C@@H]1CN(C)Cc1ccc(C(=O)O)cc1,-0.1,0,-1,-11,-4,7,-2,-4
Cc1cc(NC(=O)CCCn2cc([N+](=O)[O-])cn2)n(Cc2ccc(F)cc2)n1,7.4,-3,nt,1,nt,nt,-1,-13
CSc1nc(Sc2cccc(Cl)c2)c2ccccc2n1,nt,nt,4,nt,-3,-1,-2,nt
Cc1ccc(S(=O)(=O)N2C[C@@H](O)COC[C@@H]3O[C@H](CC(=O)N[C@@H]4CCN(Cc5ccccc5)C4)CC[C@H]32)cc1,0.0,-1,5,0,1,-2,8,15
O=C(Nc1ccccc1[N+](=O)[O-])c1cc(S(=O)(=O)N2CCOCC2)cs1,-0.3,-4,-4,1,nt,4,7,-14
CC(C)COc1ccc(C(=O)N/C(=C\c2cccc([N+](=O)[O-])c2)C(=O)OC(C)C)cc1,nt,nt,-1,nt,12,2,-1,nt
O=C(c1cccc(F)c1)N1CCCCN2[C@@H](CO)[C@H](c3ccc(-c4cncnc4)cc3)[C@@H]2C1,0.1,-5,0,4,5,7,-1,-2
CCc1c(C)sc(NC(=O)C2CCCO2)c1C#N (centres undefined),nt,nt,1,nt,11,-5,-3,nt
Cc1ccc(S(=O)(=O)Nc2ccc3c(c2)C(=O)N([C@@H](C)CO)C[C@@H](C)[C@@H](CN(C)C(=O)NC(C)C)OCCCC[C@@H](C)O3)cc1,-0.1,-2,4,7,7,-3,-5,4
